MIN6 prolif: induces beta-cell replication in MIN6 cells; 0.29% of 330,000 active; proliferation, % at 10 µM; MIN6 cells proliferation, ATPlite luminescence, 48 h; cells starved in 0.2% serum; 100% = growth in 10% serum;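 active = compounds whose signal lies at least 3.5 SD above the mean of all wells on their plate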;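 also: 0% = DMSO-treated cells in low-serum medium and 100% = 10% serum control; some compounds called inactive have numbers as strong as hits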
TIM10 inh: inhibits growth of TIM10 yeast strain | S. cerevisiae TIM10 strain growth, BacTiter-Glo luminescence, 24 h | inhibition, % at 10 µM | 1.4% of 330,000 active | AID 463195;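 active = inhibition of 40% or more at the single tested concentration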;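 also: wild-type TIM10 isogenic control strain grown at permissive 25 °C; 0% = DMSO yeast wells and 100% = minimal medium wells without yeast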
NALP3 yeast inh: NALP3 inhibition in yeast; 0.39% of 330,000 active; AID 2825; Yeast reconstituted NLRP3/ASC/caspase-1, beta-gal luminescence, 24 h; inhibition, % at 10 µM;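 active = inhibition of 50% or more; inactive = inhibition below 50%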;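 also: plate controls were induced DMSO wells for no effect and uninduced yeast grown without galactose for full effect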
tim23-1 inh: growth inhibitors of tim23-1 mutant yeast | AID 463212 | S. cerevisiae tim23-1 growth, BacTiter-Glo luminescence, 24 h | inhibition, % at 20 µM | 1.3% of 330,000 active;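 active = growth inhibition of the mutant yeast at or above 50%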;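 also: temperature-sensitive mutant grown at 25 °C; plate controls were DMSO-treated mutant yeast for no effect and medium wells lacking yeast for full effect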
MPTP block: permeability transition pore inhibition | isolated mouse mitochondria, Ca2+ swelling absorbance, 30 min | inhibition, % at 10 µM | 1.4% of 360,000 active | AID 602449;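 active = inhibition of 50% or more, scaled per plate between neutral and stimulator controls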;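 also: 0% = DMSO wells given calcium and 100% = 1 mM EGTA wells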
tim10-1 inh: growth inhibitors of tim10-1 mutant yeast | S. cerevisiae tim10-1 ts strain growth, BacTiter-Glo, 24 h | inhibition, % at 20 µM | 2.2% of 330,000 active;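 active = inhibition of at least 40%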;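 also: mutant grown at 25 °C; 0% = DMSO wells with yeast and 100% = wells holding no yeast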
APJ antag: APJ receptor antagonism. P35414. CHO-K1 APJ beta-arrestin complementation, luminescence. inhibition, % at 20 µM. 0.32% of 330,000 active. AID 2521;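 active = inhibition above about 40% at 20 µM, limit read from the data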;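 also: cells challenged with 10 nM apelin-13 agonist together with compound; plate controls were apelin-13 plus DMSO wells for no effect and DMSO wells lacking apelin-13 for full effect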
Target sequence (P35414 whole entry, looked up): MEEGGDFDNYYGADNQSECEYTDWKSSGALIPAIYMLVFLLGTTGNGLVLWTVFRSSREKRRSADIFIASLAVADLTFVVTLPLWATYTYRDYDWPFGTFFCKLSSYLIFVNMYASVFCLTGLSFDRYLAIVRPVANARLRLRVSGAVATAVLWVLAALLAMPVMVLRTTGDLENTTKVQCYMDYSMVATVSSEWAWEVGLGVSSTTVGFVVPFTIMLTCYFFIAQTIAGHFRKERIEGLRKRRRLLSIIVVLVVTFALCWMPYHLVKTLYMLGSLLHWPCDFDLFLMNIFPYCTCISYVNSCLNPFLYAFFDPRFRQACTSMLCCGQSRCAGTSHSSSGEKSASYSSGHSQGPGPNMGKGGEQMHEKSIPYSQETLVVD
GRIN3A LBD mod: modulates the human NR3A ligand-binding domain; NR3A LBD differential scanning fluorimetry, Tm shift; 0% = protein alone, 100% = glycine-bound protein; Tm shift relative to glycine control, % at 25 µM; 2.5% of 340,000 active; AID 1259313;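 active = melting temperature shift of at least 10% of the positive control shift, at one fixed dose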
APJ agonist: activates the human apelin receptor APJ; P35414; CHO-K1 APJ PathHunter beta-arrestin, luminescence; 0% DMSO wells, 100% apelin; activation, % at 20 µM; 0.11% of 330,000 active; AID 2520;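 active = activation more than six SD over the plate average, tested at 20 µM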;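 also: 0% = DMSO alone and 100% = apelin-13 at 10 nM; some results filed as inactive read as strong as hits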
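Test system: CHO-K1 APJ beta-arrestin complementation cell line. Amount: cell density 1000 per well. Controls: DMSO negative, 10 nM Apelin-13 positive. Signal: luminescent beta-gal fragment complementation, chemiluminescent substrate. Read-out basis: agonist-driven arrestin binding to APJ. Timing: compound stimulation 90 min at 25 °C, detection 60 min.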
* = called active by the depositor; . = not tested or not shown; & = joins results of further samples.

SMILES | MIN6 prolif | TIM10 inh | NALP3 yeast inh | tim23-1 inh | MPTP block | tim10-1 inh | APJ antag | GRIN3A LBD mod | APJ agonist
CCOC(=O)c1ccc(CNC(=O)Cn2nnc(-c3ccc(C)cc3)n2)o1 | -1 | 2 | -9 | 3 | -1.3 | 10 | 6 | 2 | 3
Nn1c(=S)[nH]nc(Cc2ccc(O)cc2)c1=O | -1 | 9 | 4 | -8 | -1.1 | -5 | 2 | -2 | 2
Cc1ccc(NC(=O)CCN2C(=O)CSC2=O)c(C)c1 | -3 | -4 | 7 | 3 | 0.0 | 0 | -14 | 1 | -2
Cc1ccc2c(c1)c1c(n2CC(O)Cn2c(C)nc3ccccc32)C(=O)CCC1 (stereo not drawn) | -5 | 15 | 26 | 29 | -1.4 | 27 | -70 | -1 | 1
O=C(Cn1c(-c2ccccc2)c[n+]2ccsc12)c1ccc(Br)cc1 | -3 | 3 | 12 | -17 | 1.5 | 13 | -7 | -3 | 0
Cc1ccc(CSCC(=O)Nc2cc(S(=O)(=O)N3CCOCC3)ccc2OC(C)C)cc1 | 2 | 17 | -3 | 33 | -0.7 | 32 | 10 | -1 | -4
CCc1ccccc1NC(=O)c1ccc(-n2c(C)ccc2C)cc1 | -2 | 0 | 15 | 6 | -0.2 | 33 | -4 | -1 | 0
Cc1sc(NC(=O)c2ccco2)c(C(c2cccnc2)N2CCN(c3ccc(F)cc3)CC2)c1C (stereo not drawn) | -7 | 28 | 4 | 39 | -1.4 | 37 | 20 | 5 | -3
Cc1cc(Br)ccc1SCC(=O)OCC(=O)Nc1ncc(C(F)(F)F)cc1Cl | 0 | 3 | 11 | 9 | 2.0 | 10 | 0 | -5 | 1
COc1ccc(-c2cc(=Nc3c(C)n(C)n(-c4ccccc4)c3=O)c3ccccc3o2)cc1 | -3 | 8 | 48 | 34 | -1.4 | 10 | 15 | -2 | -4

Structural class, the entries above containing bromine
SMILES | MIN6 prolif | TIM10 inh | NALP3 yeast inh | tim23-1 inh | MPTP block | tim10-1 inh | APJ antag | GRIN3A LBD mod | APJ agonist
O=C(Cn1c(-c2ccccc2)c[n+]2ccsc12)c1ccc(Br)cc1 | -3 | 3 | 12 | -17 | 1.5 | 13 | -7 | -3 | 0
Cc1cc(Br)ccc1SCC(=O)OCC(=O)Nc1ncc(C(F)(F)F)cc1Cl | 0 | 3 | 11 | 9 | 2.0 | 10 | 0 | -5 | 1

Single values from above:
In GRIN3A LBD mod, Cc1ccc(NC(=O)CCN2C(=O)CSC2=O)c(C)c1 reads 1
In tim10-1 inh, Cc1ccc(CSCC(=O)Nc2cc(S(=O)(=O)N3CCOCC3)ccc2OC(C)C)cc1 reads 32
In APJ antag, Nn1c(=S)[nH]nc(Cc2ccc(O)cc2)c1=O reads 2
In TIM10 inh, COc1ccc(-c2cc(=Nc3c(C)n(C)n(-c4ccccc4)c3=O)c3ccccc3o2)cc1 reads 8
In MIN6 prolif, Cc1ccc2c(c1)c1c(n2CC(O)Cn2c(C)nc3ccccc32)C(=O)CCC1 (stereo not drawn) reads -5

Further compounds follow:
SMILES | MIN6 prolif | TIM10 inh | NALP3 yeast inh | tim23-1 inh | MPTP block | tim10-1 inh | APJ antag | GRIN3A LBD mod | APJ agonist
C=C1/C=C(\C)C(C)(O)CC(O)CC(=O)C(O)C(O)C(C)CC(C)OC(=O)/C(C)=C/CC/C=C/C(OC)C(O)CC(C)C1 (stereo not drawn) | -3 | 8 | 11 | 6 | -1.8 | 12 | -6 | 1 | 0
COC(=O)COc1ccccc1C(N)=O | -2 | -5 | 1 | 10 | 2.0 | -2 | 3 | 3 | -2
CCCCn1c(N)c(N(CC(C)C)C(=O)C2CCN(S(=O)(=O)c3ccc(OCC)cc3)CC2)c(=O)[nH]c1=O | 1 | 13 | 13 | 13 | -0.7 | 8 | 1 | -1 | 2
C=CCn1c(NCCO)nc2c1c(=O)n(C)c(=O)n2C | -1 | 0 | 8 | -17 | 0.2 | -13 | -4 | 7 | -4
CC(CN1CCN(Cc2ccccc2)CC1)c1ccccc1 (stereo not drawn) | 4 | -106 | 16 | -43 | 0.3 | -74 | -1 | 4 | -1
CN(C)C(=O)N1CCC(C(=O)NCc2ccc3c(c2)OCO3)CC1 | -1 | -7 | -4 | -4 | -2.6 | 6 | -2 | -2 | -3
CCN1CCCC1Cn1cnc2c([nH]c3cccc(Cl)c32)c1=O (stereo not drawn) | 0 | -2 | -6 | -1 | 0.6 | 10 | 4 | 1 | 3
CCC1Sc2ccc(S(=O)(=O)CCC(=O)NCc3ccco3)cc2NC1=O (stereo not drawn) | -2 | 2 | 4 | 6 | -1.0 | 20 | -10 | 1 | -1
COc1ccc(NC(=O)c2cccc(S(=O)(=O)N3CCN(C)CC3)c2)c(OC)c1 | 1 | 8 | 16 | 1 | -0.2 | -4 | 6 | -3 | -3
COc1c2c(nc3ccccc13)OC(C(C)(O)COC(C)=O)C2 (stereo not drawn) | -1 | -21 | 15 | 4 | 0.0 | -6 | -16 | -3 | 1
Cc1ccc(OCc2nc3c4c(ncn3n2)-c2ccccc2CC42CCCC2)cc1 | -5 | -14 | -13 | -4 | 57* | -18 | 18 | 9 | -3
O=C(Nc1ccc(Cl)cc1Cl)c1cccc(N2C(=O)C=CC2=O)c1 | -6 | 95* | 6 | 37 | 25 | 59* | -5 | 2 | -1
CN(C)C(=O)CSc1nnc(Cc2ccccc2)n1CC1CCCO1 (stereo not drawn) | -2 | -15 | 7 | -6 | -2.0 | -1 | -5 | 2 | -2
COc1ccc(C2/C(=C(\O)c3ccc4c(c3)CC(C)O4)C(=O)C(=O)N2Cc2cccnc2)c(OC)c1 (stereo not drawn) | 4 | -3 | 11 | 9 | -1.2 | 7 | -11 | 2 | -2
Cc1[nH]ccc(=O)c1OCc1c(F)cccc1Cl | -2 | 3 | 1 | -4 | 1.6 | 3 | 18 | 1 | -2
CCc1nnc(NC(=O)CSc2nnc3c(n2)[nH]c2ccccc23)s1 | -1 | 10 | 11 | -7 | -0.1 | 3 | 3 | -2 | -1
O=C1C(Cc2ccccc2)Nc2ncnc(N3CCOCC3)c2N1Cc1ccccc1 (stereo not drawn) | -2 | 2 | 12 | 20 | -1.9&-1.9 | 17 | 20 | -1 | -3
O=C(Nc1ccc(OC(=O)c2ccco2)cc1)c1ccco1 | 2 | 29 | -14 | 35 | -1.4 | -8 | -9 | -38 | -1
O=C(COC(=O)c1ccc(CNS(=O)(=O)c2ccc(F)c(Cl)c2)cc1)NCC1CCCCC1 | -1 | -15 | 12 | -14 | 0.2 | -3 | 4 | -23 | -3
Cc1c(Cl)cccc1NC(=O)CSc1nccn1C | 1 | 7 | 29 | 12 | -0.5 | 0 | 20 | 1 | -5
CCN(CC1COc2ccccc2O1)S(=O)(=O)c1ccc(C)cc1 (stereo not drawn) | -2 | 19 | 17 | 21 | 38 | 21 | -9 | 0 | -3
CCN1C(=O)N(S(=O)(=O)C(F)(F)F)[C@@H](c2ccccc2)C(C(=O)OC)=C1C | 0 | 7 | 1 | 18 | -0.9 | 21 | 2 | 2 | -4
CC(C)c1c(O)nc(SCCN2CCOCC2)[nH]c1=O | 0 | -2 | -1 | 6 | 0.1 | -8 | -2 | 0 | -6
O=c1c2c(ncn1CCO)nc1n2CCC1 | 3 | 5 | -2 | 0 | -0.7 | 9 | -7 | 3 | -1
O=C(COC(=O)c1cc(NS(=O)(=O)c2cccs2)ccc1O)Nc1ccccc1 | 1 | -5 | 5 | 3 | 7.5 | -8 | -2 | 2 | -2
CN(C)CCNC(=O)c1cccc(NS(=O)(=O)c2ccc(Cl)c(Cl)c2)c1 | -3 | 8 | -4 | 8 | -0.9 | 22 | -13 | 0 | 3
CC(=O)OC1=C(O)C(=O)c2ccccc2C1=O | -2 | 2 | 8 | 18 | . | 5 | -54 | . | -2
CCCCNC(=O)CSc1nnc(Cc2ccccc2)n1CC1CCCO1 (stereo not drawn) | -1 | 0 | 21 | 8 | -0.2 | -1 | -9 | -1 | -4
O=C1C=C(Nc2ccc(Cl)cc2)CC(c2ccccc2)C1 (stereo not drawn) | -4 | 12 | -3 | 8 | 1.1 | 5 | 6 | 0 | -1
Cc1cc(C)n2c(Nc3ccc4c(c3)OCCO4)c(-c3ccc(C)o3)nc2n1 | 3 | 15 | 9 | 16 | -0.9 | 18 | -10 | 1 | -5
CC1=C(OC(=O)C(C)(C)C)C(C)(C)C(c2ccccc2)OC1=O (stereo not drawn) | 0 | -1 | 15 | 27 | 3.4 | 10 | -17 | -4 | 0
O=C(NCCSCc1ccc(Cl)cc1)c1cccs1 | -4 | 18 | 29 | 37 | 4.6 | 8 | 13 | -6 | 1
Cc1cccc(OCc2nnc(SCC(=O)N3CCCCC3)o2)c1 | 0 | 9 | 16 | 3 | -1.3 | -16 | 19 | 0 | -2
CCC(C(=O)NCC1CCCO1)N(C(=O)CNS(=O)(=O)c1ccccc1)c1ccc(F)cc1 (stereo not drawn) | -2 | 2 | 7 | 9 | 0.5 | -9 | 13 | 1 | -3
Cc1ccc(S(=O)(=O)NCCNC(=O)c2ccc(C)nc2)cc1 | -1 | 14 | 9 | 0 | -0.2 | -18 | 0 | 4 | -3
O=C(NCC(c1cccnc1)N1CCN(c2ccc(F)cc2)CC1)c1ccc2c(c1)OCO2 (stereo not drawn) | -1 | 5 | 12 | 9 | -0.1 | 20 | -21 | 0 | -4
CCS(=O)(=O)c1ccc2oc(Nc3ccc(OC)cc3)nc2c1 | 0 | 26 | -116 | 12 | 1.6 | 35 | 1 | -31 | -1
COc1ccccc1CCNC(=O)CN1C(=O)c2ccccc2S1(=O)=O | 7 | -6 | 5 | -5 | -1.8 | -2 | 16 | 3 | -4
CCOC(=O)N1CCN(C(=O)c2ccc(NS(=O)(=O)c3ccc4[nH]c(=O)[nH]c4c3)cc2)CC1 | 1 | -8 | 10 | 1 | -0.6 | -7 | 26 | 1 | 9
COC(=O)c1nc2n(n1)C(c1cc(OC)ccc1OC)C(C(=O)OC1CCCCC1)=C(C)N2 (stereo not drawn) | -2 | 6 | -2 | 5 | 0.6 | 10 | 3 | 3 | -2
CC1(C)CC(=O)C2=C(C1)N(Cc1ccco1)C(=O)NC2(C(F)(F)F)C(F)(F)F | -2 | -16 | 6 | -4 | -0.5 | -24 | -10 | 2 | 1
COc1cccc(-n2c(SCC(N)=O)nc3c([nH]c4ccccc43)c2=O)c1 | -3 | 9 | -6 | 7 | -0.5 | 2 | -2 | 1 | -4
CCn1nc(CCC(=O)O)c2ccccc2c1=O | -1 | 9 | 15 | -3 | 1.2 | 7 | 20 | 1 | -1
Cc1ccccc1NC(=O)c1ccc(F)c(S(=O)(=O)N2CCCCC2)c1 | -2 | 25 | -11 | 35 | -1.7 | 17 | 3 | 0 | -3
CC(C)NC(=O)C1CCN(C2CCN(C(=O)c3ccc4cccc(F)c4n3)CC2)CC1 | 2 | -9 | 3 | -10 | 0.6 | 12 | 6 | -1 | -4
COc1ccccc1Nc1cc2cc(Br)ccc2c(=O)[nH]1 | -4 | 13 | 24 | 17 | 1.2 | 32 | -16 | -7 | 6

High-throughput results from PubChem BioAssay.
